# MOR-DOR inv ag: inverse agonists of MOR-DOR heterodimerization, primary screen, cell-based, luminescence; hit rate 0.21% among 340,000; inhibition, % at 9.3 µM; Mu-type opioid receptor (Homo sapiens) + Delta-type opioid receptor (Homo sapiens), …; cell-based MOR-DOR heterodimer luminescence, inverse agonism; in the data active = inhibition above about 22%, passing the limit was not always enough;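 note: 0% = cells with DMSO and 100% = wells without cells with DMSO; values of inactives mirror those of a sister screen read the other way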
# Arrestin-AP2 inh: inhibitors of beta-arrestin/AP2 binding, primary screen, biochemical, GPCR trafficking, flow cytometry; beta-arrestin 1 C-terminal peptide binding to AP2 beta2-adaptin appendage (human); FITC-arrestin peptide / GST-AP2 beads; AP2 beta2 appendage carries R879A mutation; inhibition, % at 10 µM; hit rate 0.31% among 340,000;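 active = inhibition above a set limit, near 3 SD of compounds lacking own fluorescence, cut at about 54% in these data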;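 note: plate controls were DMSO wells for no effect and 5 µM unlabelled arrestin peptide for full effect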
#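 Assay system: GST-AP2 R879A bound to glutathione beads, E. coli-expressed; Medium: PBS with 0.05% Tween 20 and 0.1% BSA; Also added: fluorescein-tagged arrestin peptide at 50 nM final; Timing: 12 min plus 1 h, RT; Measured by: flow cytometry, FL1 (488/535 nm); Evaluation: percent drop in bead-associated FITC signal.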
# phage Ecoli inh: growth loss of phage-infected E. coli, primary screen, RecBCD inhibitor project, absorbance, with phage, HTS | inhibition, % at 11.9 µM | hit rate 0.26% among 360,000 | AID 651602, 2012; in the data active = inhibition above about 11%
# Mot1-301 SUMO: yeast Mot1-301 growth rescue at high temperature, primary screen, SUMOylation pathway inhibitor project, S. cerevisiae, ATP luminescence, 38.5C | S. cerevisiae Mot1-301 growth rescue; percent above DMSO median, 100 means doubled | hit rate 1% among 320,000 | AID 2716, 2010 | growth rescue, % at 18.8 µM;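 active = every valid replicate shows activation above 250% relative to neutral control wells; inactive = the rest, any valid replicate at or below 250%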;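 note: OY570 slx delta 5 strain wells were the positive control but not used for scaling; some compounds called inactive have numbers as strong as hits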
# E coli growth: E. coli V3065 growth inhibition, primary screen, counter-screen for AddAB inhibitor project, absorbance, OD600. 18 h. inhibition, % at 11.9 µM. hit rate 0.27% among 330,000;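 active = inhibition above the campaign's mean inhibition across all tested compounds plus 3 SD, cut at about 9.9% in these data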;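 note: uninfected addAB+ strain grown without phage in ampicillin broth; 0% = DMSO wells and 100% = ciprofloxacin 0.95 µg/ml wells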
# PKA-R1A activ: activators of PKA-R1A holoenzyme, primary screen, biochemical, fluorescence polarization, Cy5-IP20, bovine R1A, mouse PKAc | cAMP-dependent protein kinase type I-alpha regulatory subunit (Bos taurus) + … | PKA-R1A dissociation; scaled: DMSO 0%, 113 µM cGMP 100% | activation, % at 11.4 µM | hit rate 0.083% among 340,000 | AID 504707, 2011;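 active = percent activation above the mean of all tested compounds plus 3 SD, cut at about 19% in these data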;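 note: higher means more PKAc released from R1A so a rise in polarization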
# Tat transport: E. coli Tat export inhibitors, primary screen, MC4100, TorA-mCherry reporter, fluorescence, single point. AID 488895, 2010. hit rate 0.036% among 340,000. inhibition, % at 10 µM;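 active = mean replicate inhibition at least 50% and at least half of replicates individually reaching 50%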;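 note: exported cargo escapes ClpAP degradation while cytoplasmic cargo is degraded and loses fluorescence; 0% = median of neutral control wells and 100% = median of NaSCN control wells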
# Pemphigus Ab inh: inhibitors of pemphigus antibody binding to DSG3, primary screen, biochemical, bead-based, flow cytometry, scFv-GFP. Desmoglein-3 (Homo sapiens), P32926. DSG3-coupled beads, scFv-anti-DSG3-GFP binding; active compounds read low. binding (percent of control), % at 10 µM. hit rate 0.48% among 310,000;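 active = binding more than 3 SD below its plate's average and above zero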;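 note: hits lower antibody fragment binding to DSG3; some compounds called inactive have numbers as strong as hits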
# Target sequence (P32926 whole entry, looked up, the tested form may be a part): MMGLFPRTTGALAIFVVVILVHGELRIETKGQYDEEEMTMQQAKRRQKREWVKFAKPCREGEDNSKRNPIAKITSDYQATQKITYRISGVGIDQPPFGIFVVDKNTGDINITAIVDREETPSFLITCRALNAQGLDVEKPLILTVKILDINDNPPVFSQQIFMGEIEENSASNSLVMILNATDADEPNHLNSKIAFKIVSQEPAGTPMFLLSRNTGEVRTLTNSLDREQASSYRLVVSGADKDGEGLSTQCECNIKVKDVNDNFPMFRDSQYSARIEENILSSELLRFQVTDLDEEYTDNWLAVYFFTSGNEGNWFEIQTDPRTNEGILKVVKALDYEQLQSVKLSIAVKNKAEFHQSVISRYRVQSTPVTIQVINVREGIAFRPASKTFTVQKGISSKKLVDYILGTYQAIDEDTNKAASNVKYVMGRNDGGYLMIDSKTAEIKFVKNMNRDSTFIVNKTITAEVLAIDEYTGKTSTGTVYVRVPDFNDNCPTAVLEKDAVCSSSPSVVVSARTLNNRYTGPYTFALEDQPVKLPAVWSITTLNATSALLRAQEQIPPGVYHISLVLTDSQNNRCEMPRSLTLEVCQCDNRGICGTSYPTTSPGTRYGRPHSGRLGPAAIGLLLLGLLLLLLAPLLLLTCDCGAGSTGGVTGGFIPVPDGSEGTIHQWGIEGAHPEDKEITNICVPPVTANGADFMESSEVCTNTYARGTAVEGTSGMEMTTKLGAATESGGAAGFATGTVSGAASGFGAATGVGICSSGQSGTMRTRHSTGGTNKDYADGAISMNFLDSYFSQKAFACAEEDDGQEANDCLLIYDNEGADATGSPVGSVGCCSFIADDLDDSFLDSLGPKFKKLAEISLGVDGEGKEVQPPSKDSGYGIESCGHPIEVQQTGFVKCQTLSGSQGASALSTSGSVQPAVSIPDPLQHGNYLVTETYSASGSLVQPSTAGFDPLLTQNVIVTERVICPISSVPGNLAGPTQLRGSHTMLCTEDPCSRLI
# PfHsp90 set2: growth inhibition of PfHsp90-expressing yeast, primary screen, antimalarial PfHsp90 inhibitor project, S. cerevisiae, BacTiter-Glo luminescence, single point, set 2 | BacTiter-Glo ATP, 48 h; yeast lacking PDR1 and PDR3 efflux regulators | inhibition, % at 9.4 µM | hit rate 0.32% among 310,000;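 active = every replicate shows inhibition above about 80%, whatever the replicate mean, limit read from the data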;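 note: 0% = DMSO neutral controls and 100% = 20 µM radicicol positive controls; yeast relying on Plasmodium falciparum Hsp90 in place of its own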
# MOR-DOR ag: agonists of OPRM1-OPRD1 heterodimerization, primary screen, cell-based, luminescence | AID 504326, 2011 | activation, % at 9.3 µM | hit rate 0.3% among 340,000 | cells | Mu-type opioid receptor (Homo sapiens) + Delta-type opioid receptor (Homo sapiens), …; in the data active = activation above about 18%;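 note: 0% = vehicle-treated cells and 100% = reference agonist; values of inactives mirror those of a sister screen read the other way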
# AddAB inh: growth inhibition of E. coli expressing H. pylori AddAB, primary screen, AddAB inhibitor project, absorbance. inhibition, % at 11.9 µM. hit rate 0.29% among 330,000. AID 435030, 2010; in the data active = inhibition above about 12%;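 note: 0% = vehicle wells of infected cells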
# The depositor's hits bear a star; · = not tested or not shown.
# Codes: A = MOR-DOR inv ag; B = Arrestin-AP2 inh; C = phage Ecoli inh; D = Mot1-301 SUMO; E = E coli growth; F = PKA-R1A activ; G = Tat transport; H = Pemphigus Ab inh; I = PfHsp90 set2; J = MOR-DOR ag; K = AddAB inh
1: O=C(c1ccc(OCC2CCCO2)cc1)N1CCN(S(=O)(=O)c2cccc(F)c2)CC1 (stereo unspecified)
  A: 3 | B: 18 | C: -0.7 | D: · | E: · | F: -3 | G: -5 | H: 78 | I: -12 | J: -0.6 | K: ·
2: O=S1(=O)N=C(Nc2ccc(S(=O)(=O)N3CCCCC3)cc2)c2ccccc21
  A: 15 | B: -6 | C: 0.8 | D: -6 | E: -1.4 | F: 16 | G: 3 | H: 109 | I: 12 | J: -2.6 | K: -0.2
3: Cc1cccc(N2CN=c3s/c(=C\c4ccccn4)c(=O)n3C2)c1
  A: 19 | B: 9 | C: 1.2 | D: 441* | E: 1.1 | F: -7 | G: -2 | H: 98 | I: -2 | J: -3.8 | K: 0.8
4: COc1cccc(CC2(CO)CCN(C(=O)NC3CCCCC3)CC2)c1
  A: 12 | B: 8 | C: 1.9 | D: -5 | E: 1.4 | F: 2 | G: -7 | H: 102 | I: 1 | J: -2.3 | K: -0.3
5: CC(=O)NCCc1ccc(C(=O)COC(=O)C2CCCCC2)cc1
  A: 7 | B: 6 | C: 2.2 | D: -4 | E: -1.5 | F: -14 | G: 5 | H: 97 | I: 9 | J: -1.6 | K: 1.6
6: O=c1oc2ccccc2c(NC2CCCCC2)c1NS(=O)(=O)c1ccc(F)cc1
  A: 0 | B: -17 | C: -1.1 | D: 0 | E: 3.5 | F: -3 | G: 8 | H: 96 | I: -18 | J: 0.0 | K: 3.9
7: CCCN(C(=O)c1ccco1)c1nnc(-c2ccncc2)s1
  A: 7 | B: 6 | C: 2.6 | D: · | E: -0.1 | F: -15 | G: -1 | H: 105 | I: 29 | J: -1.3 | K: 2.4
8: CCN1CCN(C(=O)c2sc3nc(C)nc(N4CCC(C)CC4)c3c2C)CC1
  A: 13 | B: 26 | C: 2.5 | D: -6 | E: -1.0 | F: -11 | G: 5 | H: 97 | I: · | J: -2.8 | K: -0.3
9: CCN(C(=O)COC(=O)/C=C/c1cccc(Br)c1)C1CCS(=O)(=O)C1 (stereo unspecified)
  A: 15 | B: 1 | C: -2.3 | D: -9 | E: -0.9 | F: -3 | G: 0 | H: 108 | I: -2 | J: -4.6 | K: -0.6
10: Cc1noc(/C=C/c2ccco2)c1S(=O)(=O)N1CCC(C(=O)N2c3ccccc3CC2C)CC1 (stereo unspecified)
  A: -10 | B: -7 | C: 5.7 | D: 5 | E: 2.3 | F: -9 | G: 4 | H: 94 | I: · | J: 1.8 | K: 0.7

# Complete entries, looked up by structure. Order of screens: MOR-DOR inv ag, Arrestin-AP2 inh, phage Ecoli inh, Mot1-301 SUMO, E coli growth, PKA-R1A activ, Tat transport, Pemphigus Ab inh, PfHsp90 set2, MOR-DOR ag, AddAB inh
# Record of `Cc1cccc(N2CN=c3s/c(=C\c4ccccn4)c(=O)n3C2)c1` : 19, 9, 1.2, 441*, 1.1, -7, -2, 98, -2, -3.8, 0.8
# Record of `CCCN(C(=O)c1ccco1)c1nnc(-c2ccncc2)s1` : 7, 6, 2.6, ·, -0.1, -15, -1, 105, 29, -1.3, 2.4

# The listing continues:
# Codes: A = MOR-DOR inv ag; B = Arrestin-AP2 inh; C = phage Ecoli inh; D = Mot1-301 SUMO; E = E coli growth; F = PKA-R1A activ; G = Tat transport; H = Pemphigus Ab inh; I = PfHsp90 set2; J = MOR-DOR ag; K = AddAB inh
11: Cc1ccc2nc(-c3ccsc3)c(NC3CCCC3)n2c1
  A: -8 | B: 16 | C: -1.0 | D: · | E: 1.0 | F: -5 | G: 7 | H: 102 | I: -8 | J: 1.5 | K: 2.3
12: N#Cc1c(-c2ccco2)nc(NCC2CCCO2)[nH]c1=O (stereo unspecified)
  A: 10 | B: 0 | C: -2.5 | D: -6 | E: -0.2 | F: 6 | G: -3 | H: 104 | I: -10 | J: -1.7 | K: 0.6
13: COc1ccccc1NC(=O)C1CCOC1=O (stereo unspecified)
  A: · | B: 7 | C: 2.2 | D: 19 | E: -0.8 | F: · | G: · | H: 100 | I: · | J: · | K: -0.5
14: Cc1nc2scc(-c3ccco3)c2c(=O)n1/N=C/N(C)C
  A: 5 | B: 12 | C: 1.2 | D: 7 | E: 1.8 | F: 12 | G: -1 | H: 104 | I: -3 | J: -0.9 | K: 1.3
15: CC1CN(CC(=O)Nc2nc(-c3ccc(Cl)cc3)cs2)CC(C)O1 (stereo unspecified)
  A: -2 | B: 4 | C: 0.6 | D: -12 | E: -3.2 | F: -10 | G: -1 | H: 223 | I: -16 | J: 0.3 | K: 0.7
16: Cn1c(SCC(=O)Nc2ccccc2)nc(O)cc1=O
  A: 2 | B: 7 | C: 2.6 | D: -14 | E: 0.2 | F: -2 | G: -9 | H: 107 | I: 14 | J: -0.4 | K: 1.0
17: CCn1c(COc2cccc(C)c2)nnc1SCC(=O)CC(=O)Nc1ccccc1OC
  A: 15 | B: 8 | C: 1.4 | D: -4 | E: 3.1 | F: -20 | G: -6 | H: 101 | I: 3 | J: -3.1 | K: 2.9
18: COc1cccc(C(C(=O)NC(C)(C)C)N(C(=O)CCC(=O)Nc2cc(C)on2)C2CC2)c1OC (stereo unspecified)
  A: 17 | B: 2 | C: -0.1 | D: 7 | E: 0.6 | F: -6 | G: 4 | H: 102 | I: -12 | J: -2.7 | K: 1.6
19: COCCn1c(C)cc(C(=O)COC(=O)c2cncc(Br)c2)c1C
  A: 4 | B: -3 | C: 2.3 | D: 7 | E: -3.8 | F: -1 | G: -16 | H: 95 | I: 11 | J: -0.6 | K: 0.8
20: CCc1nnc(NC(=O)[C@@H](NC(=O)c2cc(OC)cc(OC)c2)C(C)C)s1
  A: -30 | B: 2 | C: 6.2 | D: -8 | E: -1.8 | F: -4 | G: 0 | H: 101 | I: 2 | J: 4.2 | K: 4.7

# Gathered by group: those above with a halogen (five)
# Codes: A = MOR-DOR inv ag; B = Arrestin-AP2 inh; C = phage Ecoli inh; D = Mot1-301 SUMO; E = E coli growth; F = PKA-R1A activ; G = Tat transport; H = Pemphigus Ab inh; I = PfHsp90 set2; J = MOR-DOR ag; K = AddAB inh
1: O=C(c1ccc(OCC2CCCO2)cc1)N1CCN(S(=O)(=O)c2cccc(F)c2)CC1 (stereo unspecified)
  A: 3 | B: 18 | C: -0.7 | D: · | E: · | F: -3 | G: -5 | H: 78 | I: -12 | J: -0.6 | K: ·
6: O=c1oc2ccccc2c(NC2CCCCC2)c1NS(=O)(=O)c1ccc(F)cc1
  A: 0 | B: -17 | C: -1.1 | D: 0 | E: 3.5 | F: -3 | G: 8 | H: 96 | I: -18 | J: 0.0 | K: 3.9
9: CCN(C(=O)COC(=O)/C=C/c1cccc(Br)c1)C1CCS(=O)(=O)C1 (stereo unspecified)
  A: 15 | B: 1 | C: -2.3 | D: -9 | E: -0.9 | F: -3 | G: 0 | H: 108 | I: -2 | J: -4.6 | K: -0.6
15: CC1CN(CC(=O)Nc2nc(-c3ccc(Cl)cc3)cs2)CC(C)O1 (stereo unspecified)
  A: -2 | B: 4 | C: 0.6 | D: -12 | E: -3.2 | F: -10 | G: -1 | H: 223 | I: -16 | J: 0.3 | K: 0.7
19: COCCn1c(C)cc(C(=O)COC(=O)c2cncc(Br)c2)c1C
  A: 4 | B: -3 | C: 2.3 | D: 7 | E: -3.8 | F: -1 | G: -16 | H: 95 | I: 11 | J: -0.6 | K: 0.8

# Screening results deposited in PubChem by several laboratories.
